Screening data deposited in PubChem BioAssay by several laboratories.
GC-A act = GC-A (human) enzyme activation; P16066; HEK293 GC-A cells, cGMP TR-FRET, EC30 ANP; 0% at EC30 ANP, 100% saturating ANP; activation, % at 10 µM; hit rate 0.14% among 370,000; AID 1671463; in the data active means activation above about 40%
DAX1 inh-1 = blocks DAX1 repression of SF-1 activated StAR promoter; HEK293T StAR-luciferase reporter, SF-1/DAX-1 repression relief; inhibition, % at 6.8 µM; hit rate 1.1% among 370,000; AID 652010;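 active means inhibition above the mean over all tested compounds plus 3 SD, cut at about 3.6% in these data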;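 further: 0% = DAX-1 cells with DMSO and 100% = cells lacking DAX-1 with DMSO; higher inhibition means more luminescence from relief of DAX-1 repression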
ssDAF12 agonist = activators of S. stercoralis DAF-12 nuclear receptor; HEK293 ssDAF-12/GRIP1 lit1-tk-luc reporter, luminescence; % of 3 µM dafachronic acid response; activation, % at 6.8 µM; hit rate 1% among 370,000; AID 652126;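 active means activation above the mean over all tested compounds plus 3 SD, cut at about 0.9% in these data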;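 further: 0% = DMSO-only wells and 100% = 3 µM delta7-dafachronic acid wells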
SMARCA2 activ = increases SMARCA2 function in MMTV reporter cells; AID 652017; hit rate 1% among 370,000; activation, % at 9.1 µM; MG213 cells, MMTV-luciferase reporter, dexamethasone, overnight; in the data active means activation above about 7.8%;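 further: 0% = vehicle wells and 100% = reference activator wells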
FXN GAA850 act = frataxin GAA850 promoter activation; AID 540364; hit rate 0.56% among 360,000; activation, % at 6 µM; HEK293 lucGAA850 FXN promoter luciferase reporter, 24 h; percent of 10 µM SAHA response;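 active means activation above the average of all compounds screened plus 3 SD, cutoff fixed separately per campaign, cut at about 7.5% in these data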;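 further: 0% = DMSO wells and 100% = 10 µM SAHA wells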
hgDAF12 agonist = agonists of H. glycines DAF-12 nuclear receptor; HEK293 GAL4-hgDAF12 UAS-luciferase reporter, agonist luminescence; normalized to butyrate control; activation, % at 6.8 µM; hit rate 1.8% among 370,000;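 active means activation above a cutoff set at the mean of all screened compounds plus 3 SD, cut at about 10% in these data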;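 further: 0% = DMSO wells and 100% = sodium butyrate wells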
HGIII-sPLA2 inh = Blocks human group III sPLA2 activity; inhibition, % at 12.2 µM; QFRET BODIPY PC-A2 liposome hydrolysis, fluorescence; Q9NZ20; hit rate 0.56% among 370,000; AID 743126;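 active means inhibition above mean plus 3 SD of compounds lying within the high and low control bounds, cut at about 19% in these data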;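 further: 0% = median of test compound wells and 100% = no enzyme DMSO wells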
Target sequence (Q9NZ20 whole entry, looked up): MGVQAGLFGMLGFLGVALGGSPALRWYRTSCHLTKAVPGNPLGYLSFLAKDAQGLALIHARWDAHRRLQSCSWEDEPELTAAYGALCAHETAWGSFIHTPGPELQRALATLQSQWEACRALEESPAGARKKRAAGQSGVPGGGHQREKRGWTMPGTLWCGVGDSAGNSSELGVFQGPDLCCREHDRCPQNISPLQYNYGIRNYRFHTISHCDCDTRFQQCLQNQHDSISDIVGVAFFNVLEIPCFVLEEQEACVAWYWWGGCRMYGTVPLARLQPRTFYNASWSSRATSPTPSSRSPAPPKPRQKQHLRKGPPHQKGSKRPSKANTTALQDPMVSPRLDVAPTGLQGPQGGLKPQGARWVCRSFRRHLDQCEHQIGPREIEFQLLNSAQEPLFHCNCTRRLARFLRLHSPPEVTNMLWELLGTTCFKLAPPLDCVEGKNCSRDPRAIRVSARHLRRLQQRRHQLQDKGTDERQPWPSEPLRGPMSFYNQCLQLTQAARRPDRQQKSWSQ
KLK7 zymogen act = proKLK7 (human) activation, primary screen; AID 652039; activation, % at 7 µM; purified proKLK7, EDANS-DABCYL substrate fluorescence; 100% is mature enzyme control, 0% vehicle; P49862; hit rate 0.9% among 370,000;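 active means activation above the mean of all tested compounds plus 3 SD, computed per campaign excluding outliers beyond control limits, cut at about 13% in these data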
Target sequence (P49862 whole entry, looked up): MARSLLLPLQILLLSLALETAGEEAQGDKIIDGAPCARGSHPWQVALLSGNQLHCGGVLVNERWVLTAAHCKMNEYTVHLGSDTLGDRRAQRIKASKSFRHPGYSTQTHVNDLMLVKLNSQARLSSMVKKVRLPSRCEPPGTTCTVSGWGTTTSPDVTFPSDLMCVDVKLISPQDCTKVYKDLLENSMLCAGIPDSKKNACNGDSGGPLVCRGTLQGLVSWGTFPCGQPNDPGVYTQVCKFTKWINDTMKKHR
GC-B act = GC-B (human) receptor activation; AID 1920062; activation, % at 10 µM; hit rate 0.11% among 370,000; P20594; HEK293-GC-B cells, CNP EC30, cGMP TR-FRET; 0% at EC30 CNP, 100% saturating CNP;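 active means activation at 10 µM reaching about 35% in either raw or pattern-adjusted values, limit read from the data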
DAX1 inh-2 = NR0B1 (DAX1) inhibition; HEK293 Gal4-DAX1 luciferase reporter, luminescence; P51843; hit rate 0.99% among 340,000; inhibition, % at 6.75 µM; AID 504766;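 active means inhibition above the mean over all tested compounds plus 3 SD, cut at about 4.2% in these data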;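 further: 0% = DAX1-transfected cells with DMSO and 100% = empty-vector control cells with DMSO; inhibition shows as a rise in luminescence from relieved DAX1 repression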
Target sequence (P51843 207-470 limits assumed): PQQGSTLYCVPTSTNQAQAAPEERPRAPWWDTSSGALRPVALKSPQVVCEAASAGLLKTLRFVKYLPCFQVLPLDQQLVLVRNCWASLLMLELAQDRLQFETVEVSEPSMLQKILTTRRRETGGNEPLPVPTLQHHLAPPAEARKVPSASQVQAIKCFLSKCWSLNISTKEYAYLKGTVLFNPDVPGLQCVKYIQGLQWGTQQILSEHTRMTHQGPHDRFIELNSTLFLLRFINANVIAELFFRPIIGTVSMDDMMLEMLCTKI
hcDAF12 agonist = activators of H. contortus DAF-12 nuclear receptor. activation, % at 6.8 µM. HEK293 hcDAF-12 lit1-tk-luc reporter, luminescence; 0% DMSO, 100% Δ7-dafachronic acid. AID 652067. hit rate 1.4% among 370,000;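 active means activation above the mean of all tested compounds plus 3 SD, cut at about 5.5% in these data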;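 further: 100% = response to 3 µM Δ7-dafachronic acid high control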
Numbers without * were called inactive.

`O=C(CC1SC(=Nc2ccccc2F)N(CCN2CCOCC2)C1=O)Nc1ccc(F)cc1F` (stereo unspecified) gave GC-A act -1, DAX1 inh-1 -0.5, ssDAF12 agonist -2.0, SMARCA2 activ 0, FXN GAA850 act -0.4, hgDAF12 agonist 1.1, HGIII-sPLA2 inh -15, KLK7 zymogen act -0.1, GC-B act 2, DAX1 inh-2 -0.2 and hcDAF12 agonist 0.8.
`C/C(CC(=O)Nc1cccc2c1CCCC2)=N\NC(=O)Cc1ccccc1` gave GC-A act -2, DAX1 inh-1 -0.3, ssDAF12 agonist -1.0, SMARCA2 activ -1, FXN GAA850 act -0.1, hgDAF12 agonist 1.3, HGIII-sPLA2 inh -18, KLK7 zymogen act -0.4, GC-B act 1, DAX1 inh-2 0.7 and hcDAF12 agonist -0.8.
CC(=O)Nc1ccc(NC(=O)COC(=O)[C@@H](NC(=O)c2ccc(F)cc2)C(C)C)cc1 was read as GC-A act 3, DAX1 inh-1 -0.2, ssDAF12 agonist -0.2, SMARCA2 activ -4, FXN GAA850 act 1.1, hgDAF12 agonist -1.0, HGIII-sPLA2 inh 6, KLK7 zymogen act -0.7, GC-B act 1, DAX1 inh-2 -0.7 and hcDAF12 agonist 2.5.
Screening Cc1cc(C)c(S(=O)(=O)N2CCCCC2CCNC(=O)C(=O)NCc2ccccn2)c(C)c1 (stereo unspecified) returned GC-A act -4, DAX1 inh-1 -1.2, ssDAF12 agonist -0.9, SMARCA2 activ -2, FXN GAA850 act 0.5, hgDAF12 agonist -2.5, HGIII-sPLA2 inh -15, KLK7 zymogen act -0.2, GC-B act -1, DAX1 inh-2 -1.2 and hcDAF12 agonist -0.5.
For CCOc1ccc(N(CC(=O)Nc2c(C)cc(C)cc2C)C2=NC3CS(=O)(=O)CC3S2)cc1 (stereo unspecified) the results were GC-A act -2, DAX1 inh-1 -0.2, ssDAF12 agonist -1.0, SMARCA2 activ -3, FXN GAA850 act 0.5, hgDAF12 agonist -1.8, HGIII-sPLA2 inh 5, KLK7 zymogen act 0.3, GC-B act 2 and hcDAF12 agonist -0.6.
`CC(=O)N1CCN(C(=S)c2ccc(N(C)C)cc2)CC1` gave GC-A act -3, DAX1 inh-1 1.0, ssDAF12 agonist -0.9, SMARCA2 activ 2, FXN GAA850 act 1.6, hgDAF12 agonist -2.7, HGIII-sPLA2 inh 1, KLK7 zymogen act 0.8, GC-B act -6, DAX1 inh-2 -0.2 and hcDAF12 agonist 0.4.
O=C(NC(C(=O)NCCN1CCOCC1)C12CC3CC(CC(C3)C1)C2)C1CCCCC1 (stereo unspecified) was read as GC-A act -1, DAX1 inh-1 -0.4, ssDAF12 agonist -1.5, SMARCA2 activ -4, FXN GAA850 act -0.8, hgDAF12 agonist 2.3, HGIII-sPLA2 inh 3, KLK7 zymogen act 0.0, GC-B act 4, DAX1 inh-2 -0.1 and hcDAF12 agonist -0.7.
For Cc1ccc(-c2csc3nnc(SCC(=O)Nc4nsc(-c5ccccc5)n4)n23)cc1 the results were GC-A act -4, DAX1 inh-1 0.1, ssDAF12 agonist -2.0, SMARCA2 activ -2, FXN GAA850 act 1.8, hgDAF12 agonist -0.9, HGIII-sPLA2 inh 0, KLK7 zymogen act 0.1, GC-B act 1, DAX1 inh-2 0.8 and hcDAF12 agonist -1.5.
Screening COc1ccc(S(=O)(=O)Nc2ccc3c(c2)OCO3)cc1OC returned GC-A act 0, DAX1 inh-1 0.7, ssDAF12 agonist -0.7, SMARCA2 activ -1, FXN GAA850 act 1.3, hgDAF12 agonist -1.2, HGIII-sPLA2 inh -5, KLK7 zymogen act 0.3, GC-B act -2, DAX1 inh-2 0.6 and hcDAF12 agonist 1.2.
Screening COC(=O)[C@]12C[C@H](CC(=O)NCc3cccs3)C(=O)N(CCC3=CCCCC3)C1=C[C@H](C1CCCC1)O[C@@H]2C returned GC-A act 1, DAX1 inh-1 -0.3, ssDAF12 agonist -0.8, SMARCA2 activ -1, hgDAF12 agonist -2.2, HGIII-sPLA2 inh -15, KLK7 zymogen act -0.8, GC-B act -10 and hcDAF12 agonist -2.8.
Screening Fc1cccc(Cn2ccc3ccc(-c4ccc5ccn(Cc6cccc(F)c6)c5c4)cc32)c1 returned GC-A act 1, DAX1 inh-1 -0.3, ssDAF12 agonist 0.1, SMARCA2 activ -1, hgDAF12 agonist 1.7, HGIII-sPLA2 inh 1, KLK7 zymogen act -3.0, GC-B act 5 and hcDAF12 agonist -2.5.
Screening Cc1ccc2c(cnn2C(=O)CCC(=O)NC2CCCCC2)c1 returned GC-A act 3, DAX1 inh-1 1.8, ssDAF12 agonist -1.1, SMARCA2 activ -2, FXN GAA850 act 1.5, hgDAF12 agonist 5.6, HGIII-sPLA2 inh 0, KLK7 zymogen act 0.2, GC-B act 0, DAX1 inh-2 0.5 and hcDAF12 agonist 0.8.
`COc1ccccc1-c1nc(-c2ccccc2)nc(N2CCN(C)CC2)c1C#N` gave GC-A act -5, DAX1 inh-1 0.2, ssDAF12 agonist -1.4, SMARCA2 activ -4, FXN GAA850 act 1.4, hgDAF12 agonist -0.3, HGIII-sPLA2 inh -16, KLK7 zymogen act 1.0, GC-B act -2, DAX1 inh-2 0.1 and hcDAF12 agonist -0.3.
`COc1cc(NC(=O)c2ccccc2)c(OC)cc1NC(=O)CN1CCCCC1` gave GC-A act -1, DAX1 inh-1 -0.9, ssDAF12 agonist -1.6, SMARCA2 activ -3, FXN GAA850 act -0.4, hgDAF12 agonist -2.7, HGIII-sPLA2 inh 3, KLK7 zymogen act -0.6, GC-B act 5, DAX1 inh-2 -0.5 and hcDAF12 agonist -2.2.
C/C(=N/NC(=O)c1ccc(Br)o1)c1cccc(NC(=O)c2ccc(C)o2)c1 was read as GC-A act -7, DAX1 inh-1 1.4, ssDAF12 agonist -0.5, SMARCA2 activ 13*, FXN GAA850 act 6.4, hgDAF12 agonist 9.6, HGIII-sPLA2 inh -4, KLK7 zymogen act -0.4, GC-B act -1, DAX1 inh-2 3.0 and hcDAF12 agonist 1.3.
Screening Cc1c(Br)c([N+](=O)[O-])nn1CC(=O)NCC1CCCO1 (stereo unspecified) returned GC-A act 1, DAX1 inh-1 -0.2, ssDAF12 agonist -1.8, SMARCA2 activ 0, FXN GAA850 act 0.4, hgDAF12 agonist -1.0, HGIII-sPLA2 inh -6, KLK7 zymogen act 0.1, GC-B act 4, DAX1 inh-2 2.0 and hcDAF12 agonist -1.1.
O=C(O)CC1(CC(=O)Nc2cc(C(F)(F)F)cc(C(F)(F)F)c2)CCCCC1 was read as GC-A act 2, DAX1 inh-1 -0.1, ssDAF12 agonist -0.2, SMARCA2 activ -8, FXN GAA850 act -0.9, hgDAF12 agonist -1.0, HGIII-sPLA2 inh 1, KLK7 zymogen act 0.1, GC-B act 3 and hcDAF12 agonist 1.8.
Screening Cc1cc(C)nc(NC(=O)CN2C(=O)c3ccccc3C2=O)n1 returned GC-A act -3, DAX1 inh-1 0.3, ssDAF12 agonist -1.2, SMARCA2 activ -3, FXN GAA850 act 0.7, hgDAF12 agonist 0.7, HGIII-sPLA2 inh 5, KLK7 zymogen act 0.1, GC-B act 3, DAX1 inh-2 0.2 and hcDAF12 agonist -1.8.
For Cc1nc(-c2ccc(NC(=O)/C=C\C(=O)O)cc2)cs1 the results were GC-A act -1, DAX1 inh-1 0.4, ssDAF12 agonist -0.8, SMARCA2 activ 2, FXN GAA850 act -2.1, hgDAF12 agonist 9.2, HGIII-sPLA2 inh 5, KLK7 zymogen act -0.1, GC-B act -3, DAX1 inh-2 -2.4 and hcDAF12 agonist -0.8.
For COc1cc(/C=N/n2c(-c3ccc4c(c3)NC(=O)CO4)csc2=Nc2cccc(C)c2)ccc1O the results were GC-A act 4, DAX1 inh-1 -2.0, ssDAF12 agonist -2.0, SMARCA2 activ -4, FXN GAA850 act -0.4, hgDAF12 agonist 0.2, HGIII-sPLA2 inh 3, KLK7 zymogen act -3.4, GC-B act 10, DAX1 inh-2 -0.4 and hcDAF12 agonist -5.2.
`O=C(CSc1ncc(C(F)(F)F)cc1Cl)N1CCN(S(=O)(=O)c2ccc3ccccc3c2)CC1` gave GC-A act -9, DAX1 inh-1 0.7, ssDAF12 agonist -1.6, SMARCA2 activ 7, FXN GAA850 act -1.4, hgDAF12 agonist 1.3, HGIII-sPLA2 inh 4, KLK7 zymogen act 0.1, GC-B act -7, DAX1 inh-2 0.2 and hcDAF12 agonist -0.8.
Screening COc1ccc(C(=O)Nc2ccnn2C2CCN(Cc3ccc4nonc4c3)CC2)cc1 returned GC-A act -3, DAX1 inh-1 -0.9, ssDAF12 agonist -0.5, SMARCA2 activ -3, FXN GAA850 act 0.4, hgDAF12 agonist -3.7, HGIII-sPLA2 inh -2, KLK7 zymogen act -0.3, GC-B act 1, DAX1 inh-2 0.3 and hcDAF12 agonist -2.5.
For Clc1cccc(Cl)c1CSc1cc2c(nn1)-c1ccccc1CC2 the results were GC-A act -1, DAX1 inh-1 -0.6, ssDAF12 agonist -1.3, SMARCA2 activ -1, FXN GAA850 act 2.7, hgDAF12 agonist -1.0, HGIII-sPLA2 inh 3, KLK7 zymogen act 0.1, GC-B act -5, DAX1 inh-2 -0.8 and hcDAF12 agonist -0.6.
`CCn1ccc(C(=O)Nc2c(C)nn(Cc3c(F)c(F)c(F)c(F)c3F)c2C)n1` gave GC-A act 5, DAX1 inh-1 0.6, ssDAF12 agonist -1.0, SMARCA2 activ -1, FXN GAA850 act 2.0, hgDAF12 agonist 1.9, HGIII-sPLA2 inh 3, KLK7 zymogen act 0.5, GC-B act 5, DAX1 inh-2 0.1 and hcDAF12 agonist -2.8.
Screening O=C(NC(C1CC1)C1CC1)C1CCC(=O)N(CCCN2CCCC2=O)C1 (stereo unspecified) returned GC-A act 6, DAX1 inh-1 2.9, ssDAF12 agonist -1.1, SMARCA2 activ -1, FXN GAA850 act 0.2, hgDAF12 agonist 0.1, HGIII-sPLA2 inh 4, KLK7 zymogen act -0.2, GC-B act 5, DAX1 inh-2 0.3 and hcDAF12 agonist 1.1.
Screening Cc1ccc(NS(=O)(=O)c2ccc(Br)cc2)nc1 returned GC-A act -3, DAX1 inh-1 0.2, ssDAF12 agonist -1.2, SMARCA2 activ 2, FXN GAA850 act 2.2, hgDAF12 agonist 0.5, HGIII-sPLA2 inh -2, KLK7 zymogen act 5.2, GC-B act 5 and hcDAF12 agonist -1.8.
CCOC(=O)N1CCN(C(=O)COC(=O)Cc2ccc(OC)cc2)CC1 was read as GC-A act 2, DAX1 inh-1 0.0, ssDAF12 agonist -0.9, SMARCA2 activ 4, FXN GAA850 act 2.0, hgDAF12 agonist 2.2, HGIII-sPLA2 inh 2, KLK7 zymogen act 0.0, GC-B act 0, DAX1 inh-2 -1.0 and hcDAF12 agonist 1.0.
